LYPLA1 inh: LYPLA1 (human) inhibition in PME1 counter-screen; inhibition, % at 5.9 µM; O75608; recombinant LYPLA1, FP-Rh probe fluorescence polarization; 0.16% of 320,000 active;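 active means inhibition above the mean of all tested compounds plus 3 SD, set per campaign, cut at about 14% in these data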;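 further: inhibitors block serine hydrolase probe labeling of LYPLA1 so polarization falls; 0% = enzyme with DMSO and 100% = wells lacking LYPLA1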
PAFAH1B3 FP inh: PAFAH1B3 (human) inhibition; recombinant PAFAH1B3, FP-rhodamine probe, fluorescence polarization; inhibition, % at 3.39 µM; 0.28% of 340,000 active;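 active means inhibition above the screen-wide average of all tested compounds plus 3 SD, cut at about 25% in these data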;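 further: 0% = enzyme with DMSO only and 100% = wells lacking PAFAH1B3 protein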
Target sequence (Q15102 whole entry, looked up): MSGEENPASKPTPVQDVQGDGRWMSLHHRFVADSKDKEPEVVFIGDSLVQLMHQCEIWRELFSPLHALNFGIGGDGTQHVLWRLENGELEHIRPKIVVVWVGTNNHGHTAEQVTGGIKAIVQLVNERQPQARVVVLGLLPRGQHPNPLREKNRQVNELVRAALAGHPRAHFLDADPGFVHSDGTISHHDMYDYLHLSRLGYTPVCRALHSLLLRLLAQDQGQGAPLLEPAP
pPAFAH FP inh: inhibitors of human plasma PAF acetylhydrolase (pPAFAH) | Q13093 | recombinant pPAFAH, FP-rhodamine probe fluorescence polarization | inhibition, % at 3.39 µM | 1.5% of 330,000 active;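 active means inhibition above the mean inhibition across the screen plus 3 SD, cut at about 25% in these data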;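 further: inhibitors block binding of the rhodamine activity-based probe so polarization drops; 0% = enzyme with DMSO and 100% = wells lacking pPAFAH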
GSTO1 inh: counter-screen for RBBP9 inhibitors: inhibitors of human GSTO1; recombinant GSTO1, activity-based probe fluorescence polarization; inhibition, % at 5.96 µM; P78417; 1.1% of 300,000 active; AID 1974;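 active means inhibition above the campaign mean inhibition plus 3 SD, cut at about 35% in these data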;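 further: 0% = GSTO1-1 with DMSO and 100% = wells lacking GSTO1-1 enzyme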
PAFAH1B2 inh: inhibitors of human PAFAH1B2. recombinant PAFAH1B2, FP-rhodamine activity probe, fluorescence polarization. inhibition, % at 3.39 µM. 1.2% of 340,000 active;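 active means inhibition above the mean of all tested compounds plus 3 SD, cut at about 24% in these data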;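 further: 0% = enzyme with DMSO and 100% = wells lacking PAFAH1B2; many of its hits are not listed in these tables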
Target sequence (P68402 whole entry, looked up): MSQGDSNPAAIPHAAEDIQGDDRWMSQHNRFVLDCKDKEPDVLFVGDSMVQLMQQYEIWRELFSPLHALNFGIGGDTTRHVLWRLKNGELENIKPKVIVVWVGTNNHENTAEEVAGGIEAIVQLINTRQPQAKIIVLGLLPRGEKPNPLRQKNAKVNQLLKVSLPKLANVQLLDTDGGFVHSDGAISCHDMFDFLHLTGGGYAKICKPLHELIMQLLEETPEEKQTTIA
PAD4 inh: blocks human protein arginine deiminase 4; Q9UM07; recombinant PAD4, RCA probe fluorescence polarization; inhibition, % at 6.36 µM; 0.41% of 330,000 active; AID 485272;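 active means percent inhibition above a cutoff equal to the mean of all tested compounds plus 3 SD, cut at about 15% in these data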;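 further: 0% = PAD4 with RCA probe and DMSO and 100% = probe without PAD4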
PAFAH2 inh: PAFAH2 (human) inhibition; Q99487; recombinant PAFAH2, FP-rhodamine activity probe, fluorescence polarization; inhibition, % at 3.39 µM; 0.99% of 340,000 active;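 active means inhibition above the mean over all tested compounds plus 3 SD, cut at about 30% in these data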;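 further: inhibitors block probe labeling of enzyme so polarization drops; 0% = enzyme with DMSO and 100% = wells lacking PAFAH2 protein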
LYPLA2 inh: blocks human lysophospholipase 2, a PME1 counter-screen | inhibition, % at 5.9 µM | AID 2177 | recombinant LYPLA2, FP-Rh probe fluorescence polarization | 0.38% of 320,000 active;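 active means inhibition above the screen-wide mean plus 3 SD, limit set per campaign, cut at about 26% in these data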;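 further: 0% = LYPLA2 with DMSO and 100% = wells lacking LYPLA2 enzyme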
PME-1 primary: blocks human protein phosphatase methylesterase 1. AID 2130. recombinant PME-1, FP-Rh probe fluorescence polarization. Q9Y570. 0.53% of 320,000 active. inhibition, % at 5.9 µM;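 active means inhibition above the campaign mean of all compounds plus 3 SD, cut at about 26% in these data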;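 further: competitive labeling of PME-1 active site by serine hydrolase directed probe; 0% = PME-1 with DMSO and 100% = wells lacking PME-1 enzyme; inhibitors block probe labeling so polarization falls and inhibition rises; many of its hits are not listed in these tables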
Target sequence (Q9Y570 whole entry, looked up): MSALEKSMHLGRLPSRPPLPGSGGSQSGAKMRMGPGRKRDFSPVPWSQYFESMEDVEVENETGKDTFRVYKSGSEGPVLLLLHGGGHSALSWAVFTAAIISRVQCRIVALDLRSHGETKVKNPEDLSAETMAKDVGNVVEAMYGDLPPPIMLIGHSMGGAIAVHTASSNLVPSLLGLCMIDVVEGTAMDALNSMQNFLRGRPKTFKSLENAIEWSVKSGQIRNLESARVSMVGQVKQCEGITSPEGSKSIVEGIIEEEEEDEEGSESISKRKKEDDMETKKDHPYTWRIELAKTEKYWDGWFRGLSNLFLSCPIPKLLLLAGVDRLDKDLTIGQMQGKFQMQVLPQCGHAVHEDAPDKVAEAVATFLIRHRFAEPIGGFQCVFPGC
The depositor's hits bear a star; · = no result given. Only part of the results is shown, so the mix of outcomes need not match the whole.

SMILES	PAFAH1B2 inh	PAD4 inh	GSTO1 inh	PAFAH2 inh	pPAFAH FP inh	LYPLA2 inh	PME-1 primary	PAFAH1B3 FP inh	LYPLA1 inh
CC(=O)/C(=C\N(C)C)Sc1ccc(C)cc1	·	-3	-7	·	1	-2	0	·	1
CC(C)OC(=O)CSc1nnc(CNc2cccc(Cl)c2)n1C	7	-3	7	-2	-8	-1	4	2	2
OCCNc1nc2ccccc2[nH]1	-2	-1	8	-3	2	3	-10	5	0
COc1ccccc1/C=C1\SC(=S)N(Nc2nc(C)cc(C)n2)C1=O	-3	-1	5	-17	3	0	-3	-4	-1
Cc1c(N2C(=O)c3ccccc3C2=O)c(=O)n(-c2ccccc2)n1C	-1	8	6	4	4	9	-5	0	5
CCSc1ccccc1C(=O)Nc1nc2ccccc2c(=O)[nH]1	5	-2	3	18	2	2	-2	9	0
COc1cc(CNCc2cccc3ccccc23)cc(OC)c1	3	-1	8	10	-1	1	0	4	3
Cc1ccc(S(=O)(=O)N2CCOCC2)cc1NC(=O)CSc1ccccn1	1	1	-2	-5	-3	-3	3	2	-2
CCC(C)[C@@H](C(=O)NCC1CCC(C(=O)O)CC1)n1nnc2ccccc2c1=O (some centres not stated)	2	4	-1	-5	2	0	4	0	2
COc1cccc(OC)c1C(=O)Nc1ccc(S(=O)(=O)Nc2cc(C)nc(C)n2)cc1	1	4	3	6	-2	-7	0	5	-2
COc1ccccc1-c1cc(C(=O)Nc2cc(C)on2)no1	2	0	-2	-1	0	0	-2	2	1
O=C(COC(=O)c1cccnc1)Nc1ccc2c(c1)OCO2	-2	-1	4	5	0	-3	-1	12	-2
CCCCOC(=O)c1ccc(N/C(=N\S(=O)(=O)c2ccccc2)c2ccccc2)cc1	-3	1	-7	0	3	-25	-17	-13	-14
Cc1ccc(NC(=O)Cc2nc(COC(=O)c3c(F)cccc3Cl)cs2)cc1	1	6	·	20	19	·	·	8	·
Cc1ccc(-c2nnc(CSc3nnc(COc4ccccc4)n3-c3ccccc3)o2)cc1	11	-2	-1	-1	16	1	-1	6	-1
Cc1cccc(NCc2nnc(-c3ccccc3)o2)c1C	3	-3	4	0	6	3	2	0	-1
COc1ccccc1CN1CC(C(=O)N2CCC(C(=O)c3ccccc3)CC2)CCC1=O (configuration not stated)	5	-1	-2	0	-4	7	17	7	-1
COc1cccc(C2CC(c3cccc(OC)c3)n3nc(N)nc3N2)c1 (configuration not stated)	3	-1	1	-8	-2	1	-1	1	0
CC1=NN(S(=O)(=O)c2ccc(F)cc2)C(=O)c2ccccc2O1	-2	0	0	0	0	7	-4	-7	5
COc1ccc(C(=O)CN2C(=O)NC(C)(c3ccccc3)C2=O)cc1OC (configuration not stated)	2	-3	-5	-7	5	7	-2	-3	5
CN1CCN(NC(=O)c2cccc(S(=O)(=O)N3CCCCCC3)c2)CC1	6	2	-10	5	0	4	0	-4	1
COc1ccc(CC(=O)NNS(=O)(=O)c2cccc([N+](=O)[O-])c2)cc1OC	6	0	3	-7	7	2	3	17	2
CCn1c(SCC(=O)Nc2cc(C)on2)nnc1-c1ccc(S(=O)(=O)N2CCN(C)CC2)cc1	2	4	-4	0	5	3	0	5	4
CCN(CC)CCOc1ccc2c(c1)C(=NO)c1cc(OCCN(CC)CC)ccc1-2	6	-4	7	-6	-6	5	-7	8	-1
Cc1noc(C)c1CSc1nc2ccccc2nc1NS(=O)(=O)c1ccc(Cl)cc1	0	1	-1	-5	-6	0	27*	1	-6
O=C(CCc1ccc(S(=O)(=O)NCCc2ccccc2)cc1)Nc1ccc2c(c1)OCCO2	4	-2	25	-2	6	-16	4	4	-5
O=C(NC1(O)C(=O)c2ccccc2C1=O)c1c(Cl)cccc1Cl	·	24*	79*	·	7	1	10	·	-2
CCOc1ccc(Nc2nc(Cc3nnc(SCC(=O)NC4CCCC4)n3C)cs2)cc1	-4	-3	-2	0	-1	-5	-1	5	-4
Nc1nonc1-n1nnc(C(=O)c2ccccc2)c1-c1ccccc1	2	-6	-2	-9	5	8	-2	-7	1
Cc1ccc[n+](C(C)C(=O)c2ccc(Cl)cc2)c1 (configuration not stated)	2	0	5	-2	6	-6	-2	1	-4
COc1ccc(OCC(O)CN2CCC(CN3C(=O)c4cccc5cccc(c45)C3=O)CC2)cc1 (configuration not stated)	5	1	25	-2	3	69*	-3	4	20*
Cc1onc(-c2ccccc2)c1C(=O)OCC(=O)N(C)c1c(N)n(Cc2ccccc2)c(=O)[nH]c1=O	3	-3	-4	-4	2	-6	-14	6	-4
COC(=O)C(=C/C=C/c1cccnc1)C(=O)OC	4	2	1	5	2	13	0	6	4
CCN(Cc1ccccc1)C(=O)c1cc2cc(OC)c(OC)cc2[nH]1	5	-1	4	1	33*	7	-9	2	2
CCCC(=O)NC(c1ccccc1)c1ccc2cccnc2c1O (configuration not stated)	-5	0	-5	-5	15	1	3	13	-3
COCCNC(=O)/C(=C/c1ccccc1Cl)c1ccccc1	8	1	-5	-6	8	-7	-1	12	-2
Cc1nc(NC(=O)C2CC2)sc1C(=O)NC1CCCCC1	·	2	-1	·	2	0	3	·	-4
COc1ccc(NC(=O)COc2ccc(C(=O)NCc3cccnc3)cc2OC)cc1	0	1	·	4	2	8	-1	5	-2
Cc1ccc(NC(=O)C2CCN(C(=O)NC3CCCCC3)CC2)cc1Cl	6	1	-7	4	-2	-1	-2	9	-4
Cc1cc(C)cc(NC(=S)N(C)C)c1	-3	4	3	4	0	-1	-1	5	2
N#Cc1ccc(-c2csc(NNC(=O)c3ccccc3)n2)cc1	1	2	-16	5	5	6	-2	4	-2
O=C(CN1CCCC1c1cccs1)Nc1cccc(S(=O)(=O)N2CCCC2)c1 (configuration not stated)	9	1	·	0	6	-6	-2	3	-1
CC(=O)c1ccc(N2CCN(C(=O)C(=O)c3cn(CC(=O)N4CCCCCC4)c4ccccc34)CC2)cc1	1	-3	0	-3	5	2	4	-8	3
O=C(Nc1cccc(Cl)c1Cl)c1cc(S(=O)(=O)NCCc2ccccc2)ccc1F	5	-3	7	10	15	-12	-34	3	-2
CCN1C(=O)[C@H]2[C@@H](c3ccc(C)cc3)N3C(=O)N(c4ccc(C(F)(F)F)cc4)C(=O)[C@@]3(CC)[C@H]2C1=O	10	0	8	-1	-6	2	-7	4	-2
COc1ccc(C2CC(c3ccc(C)cc3)=NN2C(=O)CCC(=O)O)cc1OC (configuration not stated)	6	0	2	-12	0	0	1	5	-2
CCOC(=O)N1CCC(n2c(=S)[nH]c3cc(OCC)c(OCC)cc3c2=O)CC1	2	-1	3	-7	6	0	1	-2	6
CN(C(=O)COC(=O)c1ccccc1Cc1ccccc1)C1CCS(=O)(=O)C1 (configuration not stated)	6	-3	3	0	8	3	2	5	-2
COc1ccc(C(=O)NCCCOC(=O)c2ccc(OC)cc2)cc1	2	2	2	1	1	1	6	9	1
O=C(C1CCN(C2CC(=O)N(c3ccc(Cl)cc3)C2=O)CC1)N1CCOCC1 (configuration not stated)	-6	2	18	-1	-1	5	-6	-1	2

Next part:
SMILES	PAFAH1B2 inh	PAD4 inh	GSTO1 inh	PAFAH2 inh	pPAFAH FP inh	LYPLA2 inh	PME-1 primary	PAFAH1B3 FP inh	LYPLA1 inh
Cc1ccc(N(C(=O)Cc2cccs2)C(C(=O)NC2CCCC2)c2ccncc2)cc1 (configuration not stated)	4	-3	-5	-3	-4	2	-1	-6	1
COc1ccccc1-c1cc(C(F)(F)F)nc(N2CCCC2)n1	4	-1	-2	-6	1	-2	3	2	0
Cn1nc(C(=O)NNC(=O)c2cccc(Cl)c2)c2ccccc2c1=O	-3	1	·	2	1	·	·	10	·
c1ccc(CCCOCCC2CO2)cc1 (configuration not stated)	·	1	96*	·	2	4	-4	·	0
O=C(Nc1ccc(F)cc1)C(c1ccccc1)N1CCN(C(=O)c2ccco2)CC1 (configuration not stated)	-4	3	-4	-3	5	9	5	7	1
O=C(CN1C(=O)c2ccccc2S1(=O)=O)c1ccc2c(c1)OCCCO2	4	-6	-2	5	1	-5	5	2	-2
CCCS(=O)(=O)N1CCCC(C(=O)Nc2ccc3c(c2)CCC3)C1 (configuration not stated)	-3	-1	5	2	4	-1	3	16	-3
Cc1ccc(S(=O)(=O)N2CCN(C(=O)CN3C(=O)c4ccc([N+](=O)[O-])cc4C3=O)CC2)cc1C	7	-3	·	5	0	0	4	-1	1
COC(=O)c1cc(C(=O)NC(C)C2CC3CCC2C3)cc([N+](=O)[O-])c1 (configuration not stated)	16	1	-1	-7	6	-1	0	5	-2
CCOc1ccccc1NC(=O)c1cc(S(=O)(=O)N2CCC3(CC2)OCCO3)ccc1F	-2	2	3	-2	6	3	3	1	1
CN(C)S(=O)(=O)c1cc(NC(=O)CSc2cccc[n+]2[O-])ccc1Cl	4	4	·	2	1	0	5	1	-1
CCCCNC1c2ccccc2C(=O)N1Cc1ccccc1 (configuration not stated)	2	-1	3	-6	10	8	0	8	4
Cc1nn(CC(=O)NC2CCC(C)CC2)c(C)c1[N+](=O)[O-] (configuration not stated)	4	-6	·	8	1	2	2	-5	0
CCCCn1c(N)c(N(CCOC)C(=O)c2cc(C)oc2C)c(=O)[nH]c1=O	2	-4	6	-2	9	3	1	2	2
Cc1ccc(NC(=O)CN2C(=O)S/C(=C\c3ccc(C(=O)O)cc3)C2=O)cc1	5	1	-2	-2	2	-5	-4	-3	-4
Cc1ccc(C)c(NC(=O)c2ccc3c(c2)N(Cc2ccc(F)cc2)C(=O)CS3=O)c1 (configuration not stated)	3	3	-2	3	0	2	-2	6	-2
CC1CCCCC1NC(=O)CO/N=C/c1ccccc1OC(F)F (configuration not stated)	1	1	1	2	-5	-1	5	0	4
COc1cccc(C(=O)NC2CCCc3c2cnn3-c2ccc(C)c(C)c2)c1OC (configuration not stated)	-2	-3	0	4	5	-5	8	3	0
CC(C(=O)Nc1ccccc1-c1ccccc1)N1CCN(S(=O)(=O)c2ccccc2)CC1 (configuration not stated)	31*	6	0	-3	0	-6	4	11	2
Cc1cc(NC(=O)c2ccccc2)n(-c2nc3ccccc3[nH]2)n1	1	-5	-5	4	0	-9	-4	1	-3
NS(=O)(=O)c1cccnc1Nc1cccc(Cl)c1	4	-6	-7	-1	0	-3	2	6	-1
CCCN1C(=O)/C(=N\OCC(=O)NCC(F)(F)F)c2ccccc21	3	-2	-2	-12	1	-4	-5	6	-3
O=C(N/N=C/c1cccs1)c1ccc2nc[nH]c2c1	6	-3	10	6	6	7	0	3	3
ON1C2CCCCC2N(O)C1c1ccccc1C(F)(F)F (configuration not stated)	-1	-1	0	-3	5	5	9	-1	3
CCOc1ccccc1C(=O)Nc1nnc(Cc2ccc(OC)c(OC)c2)s1	0	-3	2	8	6	-5	-4	11	-7
CC(Sc1ccccn1)C(=O)Nc1ccc2c(c1)OCO2 (configuration not stated)	7	-6	·	3	7	-4	6	6	1
